ARFGAP1 inh = inhibitors of rat ARFGAP1 GAP activity, primary screen, biochemical, fluorescence polarization, GDP tracer | 360,000 compounds, 0.26% hits | AID 651572, 2012 | ADP-ribosylation factor GTPase-activating protein 1 (Rattus norvegicus), Q62848 | Arfgap1-stimulated ARF1 GTP hydrolysis, GDP FP detection | inhibition, % at 16.5 µM;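 active means inhibition above a per-plate limit, mean inhibition of low control wells plus 3 SD, cut at about 25% in these data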;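 further: 0% = DMSO wells with enzyme and 100% = wells lacking Arfgap1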
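System: truncated rat Arfgap1 GAP domain / Medium: HEPES-based buffer, pH 7.5 / Also added: N-terminally truncated human ARF1-GTP substrate / Incubation: enzyme reaction 120 min at 25 °C after 20 min preincubation / Measured by: FP of antibody-bound GDP Alexa 633 tracer, ex 620/em 688 nm / Replicates: singlicate, each compound tested once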
ADAM10 inh = human ADAM10 inhibitors, primary screen, biochemical, QFRET, HTS; 370,000 compounds, 0.62% hits; Disintegrin and metalloproteinase domain-containing protein 10 (Homo sapiens), O14672; recombinant ADAM10, EDANS/DABCYL FRET peptide cleavage, 3 h; inhibition, % at 7 µM;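 active means inhibition above a per-campaign cutoff equal to the mean of compounds falling between control-based bounds plus 3 SD, cut at about 20% in these data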;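 further: 0% = DMSO wells while the 100% control is not disclosed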
SIAE primary = human SIAE inhibitors, primary screen, biochemical, fluorescence polarization, FP-Rh probe, 1536-well HTS; Sialate O-acetylesterase (Homo sapiens), Q9HAT2; SIAE FP-Rh probe binding; inhibition, % at 9.66 µM; 370,000 compounds, 0.69% hits;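 active means inhibition above a cutoff: mean of compounds within the control limits plus 3 SD of those, cut at about 17% in these data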;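 further: 0% = plate median of compound wells and 100% = probe without SIAE protein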
Target sequence (Q9HAT2 whole entry, looked up): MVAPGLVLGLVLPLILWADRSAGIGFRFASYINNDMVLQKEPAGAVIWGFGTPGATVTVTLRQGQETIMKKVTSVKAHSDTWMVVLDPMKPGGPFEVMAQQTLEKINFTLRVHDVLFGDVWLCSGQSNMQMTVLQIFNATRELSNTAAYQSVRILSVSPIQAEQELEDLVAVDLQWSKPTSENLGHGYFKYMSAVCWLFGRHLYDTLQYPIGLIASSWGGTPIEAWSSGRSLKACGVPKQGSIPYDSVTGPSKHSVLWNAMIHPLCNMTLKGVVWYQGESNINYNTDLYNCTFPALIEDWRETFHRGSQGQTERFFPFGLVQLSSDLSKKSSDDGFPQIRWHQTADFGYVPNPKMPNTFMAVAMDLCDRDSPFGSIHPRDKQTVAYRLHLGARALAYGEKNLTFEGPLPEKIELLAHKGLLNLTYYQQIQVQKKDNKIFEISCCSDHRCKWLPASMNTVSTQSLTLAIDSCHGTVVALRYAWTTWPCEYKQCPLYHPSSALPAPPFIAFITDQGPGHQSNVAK
ADAM17 inh = ADAM17 inhibitors, primary screen, biochemical, QFRET | Disintegrin and metalloproteinase domain-containing protein 17 (Homo sapiens), P78536 | recombinant ADAM17, EDANS/DABCYL FRET peptide cleavage | inhibition, % at 6.95 µM | 370,000 compounds, 0.83% hits;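 active means inhibition above the mean of compounds lying between control limits plus 3 SD, set per campaign, cut at about 8.5% in these data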;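 further: 0% = DMSO-only wells as the low control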
ASAP1 inh = inhibitors of human ASAP1 ArfGAP activity, primary screen, biochemical, fluorescence polarization; Arf-GAP with SH3 domain, ANK repeat and PH domain-containing protein 1 (Homo sapiens), …; ASAP1-stimulated ARF1 GTP hydrolysis, GDP FP detection; inhibition, % at 16.5 µM; 360,000 compounds, 0.19% hits; in the data active means inhibition above about 25%;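 further: 0% = vehicle with enzyme and substrate and 100% = no enzyme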
TDP2 absorb = human TDP2 enzyme inhibitors, primary screen, biochemical, epi absorbance, recombinant enzyme; T5PNP hydrolysis, p-nitrophenol absorbance 415 nm; 370,000 compounds, 0.34% hits; Tyrosyl-DNA phosphodiesterase 2 (Homo sapiens), O95551; AID 720702, 2013; inhibition, % at 12.8 µM;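 active means inhibition above the mean of all tested compounds plus 3 SD, set per campaign, cut at about 25% in these data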;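 further: 0% = DMSO with enzyme and 100% = buffer with substrate but no TDP2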
Target sequence (O95551 whole entry, looked up): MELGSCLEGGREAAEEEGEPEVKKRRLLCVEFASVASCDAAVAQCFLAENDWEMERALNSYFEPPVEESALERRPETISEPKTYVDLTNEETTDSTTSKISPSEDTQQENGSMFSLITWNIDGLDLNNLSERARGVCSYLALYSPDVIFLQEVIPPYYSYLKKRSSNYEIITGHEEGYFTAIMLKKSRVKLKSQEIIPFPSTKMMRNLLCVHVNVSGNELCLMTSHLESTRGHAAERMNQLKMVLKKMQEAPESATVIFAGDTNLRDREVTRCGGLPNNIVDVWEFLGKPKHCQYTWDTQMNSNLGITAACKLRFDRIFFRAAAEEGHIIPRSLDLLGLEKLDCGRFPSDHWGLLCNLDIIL
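test system = human TDP2 enzyme | input = TDP2 enzyme at 120 nM final | medium = 50 mM Tris-HCl pH 7.5 with Mg2+, KCl, DTT, BSA | also added = T5PNP substrate, 5 mM | times = 2 h at 37 °C | technique = epi absorbance | benchmarks = high control without enzyme, low control DMSO plus TDP2 | replication = each compound tested once, singlicate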
Tn6 DDE FP = inhibitors of Tn6 peptide binding to fibrin DD(E), primary screen, biochemical, fluorescence polarization, human fibrin, Tn6 probe; 370,000 compounds, 0.21% hits; Fibrin DD(E) TRITC-Tn6 fluorescence polarization displacement; Fibrinogen beta chain (Homo sapiens), P02675; inhibition, % at 8.3 µM; AID 720509, 2013;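 active means inhibition above a per-campaign cutoff: mean of compounds within control limits plus 3 SD, cut at about 15% in these data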;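 further: 0% = median of all compound wells on the plate and 100% = blocking peptide control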
PLCg1 inh = PLC-gamma1 enzyme inhibitors, primary screen, biochemical, fluorescence, purified enzyme; 1-phosphatidylinositol 4,5-bisphosphate phosphodiesterase gamma-1 (Homo sapiens), P19174; fluorogenic substrate; inhibition, % at 12.2 µM; 370,000 compounds, 0.84% hits; AID 720700, 2013; in the data active means inhibition above about 9.5%
DDE Tn7 FP inh = inhibitors of Tn7 peptide binding to fibrin DD(E), primary screen, biochemical, fluorescence polarization, human fibrin, Tn7 probe. Fibrinogen beta chain (Homo sapiens), P02675. FP displacement of FITC-Tn7 peptide from fibrin DD(E); 0% = median of compound wells per plate. inhibition, % at 8.3 µM. 370,000 compounds, 0.13% hits;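 active means inhibition above the mean of compounds falling within the control limits plus 3 SD of them, cut at about 14% in these data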;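 further: 0% = plate median of compound wells and 100% = 10 µM Aha-Tn7 peptide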
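Test system – human fibrin DD(E) · Times – 10 min preincubation, 3 h with tracer, room temperature · Detection – fluorescence polarization of the labelled Tn7 tracer · Measure – percent inhibition normalized to high-control wells · Benchmarks – high control wells with 10 µM unlabelled Aha-Tn7 peptide (full inhibition) · Repeats – singlicate testing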
PLC-beta3 inh = human PLC-beta3 inhibitors, primary screen, biochemical, fluorescence; AID 720704, 2013; 370,000 compounds, 0.18% hits; 1-phosphatidylinositol 4,5-bisphosphate phosphodiesterase beta-3 (Homo sapiens), Q01970; inhibition, % at 12.2 µM; Purified PLC-beta3, fluorogenic substrate; in the data active means inhibition above about 11%;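 further: 0% = median of compound wells on plate and 100% = full blocker control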
Numbers without * were called inactive; . = no result given. Not a hit list; any-hit rate near 3.6%.

Start of the listing, in advance (4 entries):
1	COc1cccc(C=Cc2nccc3ccccc23)c1OC
2	C/C(CC(=O)Nc1cc(Cl)ccc1C)=N\NC(N)=O
3	O=C(NCc1ccc2c(c1)CCO2)Nc1cccc(C(F)(F)F)c1
4	COc1ccc(S(=O)(=O)N2CCCC(N(C)CCc3ccccc3)C2)cc1OC (stereo not drawn)

entry no.,1,2,3,4
ARFGAP1 inh,-3,5,10,-3
ADAM10 inh,-31,-3,1,-6
SIAE primary,-6,3,-7,-1
ADAM17 inh,-6,-4,1,-2
ASAP1 inh,4,-4,4,-8
TDP2 absorb,0,10,-1,-13
Tn6 DDE FP,6,-12,-1,4
PLCg1 inh,-128,-1,-1,-4
DDE Tn7 FP inh,2,-4,-6,5
PLC-beta3 inh,-166,-9,-4,-8

The list itself, repeating the preview:
1	COc1cccc(C=Cc2nccc3ccccc23)c1OC
2	C/C(CC(=O)Nc1cc(Cl)ccc1C)=N\NC(N)=O
3	O=C(NCc1ccc2c(c1)CCO2)Nc1cccc(C(F)(F)F)c1
4	COc1ccc(S(=O)(=O)N2CCCC(N(C)CCc3ccccc3)C2)cc1OC (stereo not drawn)
5	COc1cc(CNCCCN2CCOCC2)c(Br)cc1OC(C)C
6	CCOc1ccc(S(=O)(=O)NCCC(=O)NC2=NCCS2)cc1
7	COC(=O)[C@@H]1C[C@H]1[C@@H](NC(=O)c1cc(C)on1)c1ccccc1
8	O=C(NCc1ccccc1F)C1CCCN1C(=O)Nc1ccc(F)cc1 (stereo not drawn)
9	C=CCOC(=O)Cn1cnc2c(sc3nc(C)cc(C)c32)c1=O
10	O=C(Nc1cccc([N+](=O)[O-])c1)c1cc(S(=O)(=O)N2CCOCC2)cs1

entry no.,1,2,3,4,5,6,7,8,9,10
ARFGAP1 inh,-3,5,10,-3,7,4,-9,-3,3,1
ADAM10 inh,-31,-3,1,-6,5,0,1,0,-5,-9
SIAE primary,-6,3,-7,-1,5,2,5,3,-1,-10
ADAM17 inh,-6,-4,1,-2,0,-4,-6,-7,-1,-2
ASAP1 inh,4,-4,4,-8,-2,0,10,-8,11,11
TDP2 absorb,0,10,-1,-13,-6,4,2,8,-7,-6
Tn6 DDE FP,6,-12,-1,4,3,-3,-1,-8,9,-3
PLCg1 inh,-128,-1,-1,-4,2,0,-1,0,-4,1
DDE Tn7 FP inh,2,-4,-6,5,0,3,4,1,6,2
PLC-beta3 inh,-166,-9,-4,-8,-3,0,0,-7,-10,-9

11	CCC1=C2CC[C@H]3C(=O)N(C)C(=O)[C@H]3[C@H]2[C@@]2(Cc3ccccc3)C(=NCCOC)OC(=O)N2C1=O
12	COc1cc(S(=O)(=O)Nc2cccc3cn[nH]c23)c(OC)cc1C
13	Cc1ccccc1-n1nnnc1Sc1nnnn1-c1ccccc1
14	COc1ccc(-c2ccc3c(c2)[C@@H]2C[C@H]4[C@@H](C(=O)N2CC3)[C@H](C)ON4C)cc1
15	CCC(=O)c1ccc(OCC(=O)OCC(=O)NCc2cccs2)cc1
16	CCCSc1ccc2nc(-c3ccccc3)cn2c1
17	CC1(C(=O)NC2CCCC2)CCC(=O)N1CCOc1ccccc1 (stereo not drawn)
18	CCc1nnc(NC(=O)C2CCC(CNc3c(N4CCCCC4)c(=O)c3=O)CC2)s1 (stereo not drawn)
19	Cc1ccc(CNC(=O)CN(C)S(=O)(=O)c2ccc(F)cc2)cc1
20	COc1cc(CNc2cccc3[nH]c(C(F)(F)F)nc23)cc(OC)c1

entry no.,11,12,13,14,15,16,17,18,19,20
ARFGAP1 inh,9,9,-17,8,-1,-8,0,5,1,17
ADAM10 inh,-14,-7,-8,-10,-1,-99,-10,-7,-4,1
SIAE primary,4,10,1,8,9,-1,-5,6,1,18*
ADAM17 inh,-3,1,-2,-2,-2,-27,-5,-8,1,-4
ASAP1 inh,3,-8,-7,1,10,-2,-2,28*,10,-1
TDP2 absorb,-2,-7,-1,4,-10,-5,-3,5,-3,-1
Tn6 DDE FP,0,0,2,-1,-1,0,1,-1,-3,-5
PLCg1 inh,-1,0,0,-5,2,-12,3,-1,0,-3
DDE Tn7 FP inh,6,-2,-5,-1,2,-7,6,-4,-5,0
PLC-beta3 inh,0,-4,3,-10,1,-12,2,-9,-6,-11

21	CC(NC(=S)NCCc1ccccc1)C(c1cccs1)N1CCN(C)CC1 (stereo not drawn)
22	O=C(CCCN1C(=O)S/C(=C/c2ccccc2)C1=S)Nc1ccc(C(=O)O)cc1
23	Cc1ccc(-n2nc(C)c(/C=N/NC(=O)c3cccs3)c2Cl)cc1
24	CCOc1ccc(N2C(=O)c3cccnc3C2Nc2ccc(C)cc2)cc1 (stereo not drawn)
25	CC(=O)O[C@H]1CSC[C@H]1NC(=O)c1ccccc1
26	Nc1ccc(C(=O)OCC(=O)NC2CCCc3ccccc32)cc1[N+](=O)[O-] (stereo not drawn)
27	CN1c2ccccc2C(=O)/C(=C\Nc2ncccn2)S1(=O)=O
28	Cc1cc(C(=O)N2CCCC(Nc3ccccc3)C2)c2ccc(F)cc2n1 (stereo not drawn)
29	COc1ccccc1NS(=O)(=O)c1cc(NC(=O)C2CCC2)ccc1N1CCCCC1
30	O=C(O)c1cc(S(=O)(=O)N2CCCCC2)ccc1Cl

entry no.,21,22,23,24,25,26,27,28,29,30
ARFGAP1 inh,-3,11,-5,1,5,9,-13,6,3,2
ADAM10 inh,-5,-3,-2,4,2,7,1,9,-1,-2
SIAE primary,-8,1,-7,2,-3,-7,0,2,-15,2
ADAM17 inh,-1,2,1,-4,-1,6,-5,-4,-4,-2
ASAP1 inh,4,-3,1,-5,9,5,-2,-4,-4,1
TDP2 absorb,2,16,8,3,-2,-1,2,4,-11,1
Tn6 DDE FP,2,-1,-4,-2,-2,-4,1,-5,1,-2
PLCg1 inh,0,-2,-3,-2,1,3,-1,2,-2,-2
DDE Tn7 FP inh,0,-6,-1,-1,-5,-7,10,-4,4,4
PLC-beta3 inh,0,-6,-1,-3,-27,4,-11,4,-14,-3

31	C#CCOC(=O)c1ccccc1C(=O)N(CC)CC
32	COc1ccc(NC(=O)Oc2ccccc2)cc1Cl
33	COc1ccc(C(=O)NNC(=O)C(=O)/C=C(\O)c2ccc(C)cc2)cc1
34	CCC(C)(C)NC(=O)CN(Cc1ccc2c(c1)OCO2)C(=O)CCC(=O)Nc1cc(C)ccn1
35	CCCc1ccc(C(=O)NNc2cccc(C)c2)cc1
36	O=C(CN1C(=O)CCC1=O)Nc1nc(-c2ccc(Oc3ccccc3)cc2)cs1
37	Cc1ccc(Nc2nc3nonc3[nH]c2=O)cc1C
38	COc1ccc(C(=O)NC(=S)NCc2ccccc2)cc1
39	Cc1ccccc1[C@@H]1C(C#N)=C(N)S[C@H]1C(=O)c1ccccc1
40	Cc1ccc(C)c(Nc2ncnc3nc[nH]c23)c1
41	C#CC1(O)C2C=C(OC)C(=O)C1C(c1ccccc1)C2C (stereo not drawn)
42	CCN(CC(=O)Nc1ccc(OC)cc1)C(=O)C1CCN(C(=O)c2ccc(Cl)cc2)CC1

entry no.,31,32,33,34,35,36,37,38,39,40,41,42
ARFGAP1 inh,-9,-5,-2,-7,13,1,-3,2,8,-1,.,2
ADAM10 inh,3,19,3,1,-6,15,14,7,10,-8,-4,-13
SIAE primary,-1,10,0,-4,2,-7,-25,-5,0,-6,7,12
ADAM17 inh,-2,1,3,1,-1,2,-1,1,5,0,-4,-5
ASAP1 inh,8,3,2,12,3,11,-9,-1,-5,5,.,0
TDP2 absorb,0,-9,0,3,-6,1,-6,1,10,-11,3,-2
Tn6 DDE FP,2,-2,9,6,2,4,-2,6,-3,-4,2,8
PLCg1 inh,-2,6,-5,-1,1,3,-7,-1,-8,0,1,-4
DDE Tn7 FP inh,6,3,-6,-6,3,0,4,3,-1,3,4,2
PLC-beta3 inh,1,0,-13,-5,-12,-3,-7,0,-7,-3,0,-7

From PubChem
